High-throughput results (PubChem)
Rin1 Abl inh – blocks binding of human Rin1 to Abl. P00519+Q13671. 360,000 compounds, 0.4% hits. inhibition, % at 7.35 µM. TR-FRET Rin1/Abl binding, biochemical; in the data active = inhibition above about 5%, passing the limit was not always enough
eLon inh – inhibitors of E. coli Lon protease. inhibition, % at 7.94 µM. 360,000 compounds, 0.42% hits. P0A9M0. purified E. coli Lon protease, fluorescence polarization; in the data active = inhibition above about 13%, passing the limit was not always enough;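 also: 0% = enzyme with probe and DMSO and 100% = no enzyme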
NRP1-CendR mod – modulators of CendR peptide binding to human neuropilin-1. FAM-RPARPAR peptide binding to NRP-1, fluorescence polarization. AID 602438. inhibition, % at 25 µM. O14786. 360,000 compounds, 0.85% hits;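 active = inhibition or corrected inhibition above about 18%, plus a signal ratio from 0.5 to 1.5, limit read from the data, passing the limit was not always enough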; also: strong numbers were not always called active
bovine MsrA act – activators of bovine methionine sulfoxide reductase A; purified bovine MsrA, absorbance read-out; activation, % at 10.6 µM; 360,000 compounds, 0.3% hits; in the data active = activation above about 7.5%;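 also: 0% = vehicle and 100% = reference activator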
SKN-1 inh – inhibitors of C. elegans SKN-1. C. elegans VP596 Pgst-4::GFP/RFP ratio, acrylamide-induced, 24 h. inhibition, % at 21.8 µM. 360,000 compounds, 0.49% hits. AID 624304;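 active = interference check ratio from 0.5 to 1.5 plus GFP to RFP signal ratio inhibition reaching or exceeding a fixed threshold, cut at about 30% in these data, passing the limit was not always enough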; also: some compounds called inactive have numbers as strong as hits
FAS-TE inh – blocks the thioesterase domain of human fatty acid synthase | recombinant FAS-TE, OMFH fluorogenic substrate, fluorescence endpoint | inhibition, % at 15 µM | P49327 | 360,000 compounds, 0.67% hits;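 active = compounds whose normalised, plate-corrected inhibition of enzyme fluorescence in the single-dose primary screen is 50% or more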;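 also: 0% = DMSO with enzyme and 100% = substrate without enzyme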
Neddyl block – cullin neddylation inhibition | AID 651699 | 360,000 compounds, 0.58% hits | calls only at 25 µM | TR-FRET cullin neddylation, biochemical | P61081+Q13564; in the data active = inhibition above about 36%
Target sequence (P61081 whole entry, looked up): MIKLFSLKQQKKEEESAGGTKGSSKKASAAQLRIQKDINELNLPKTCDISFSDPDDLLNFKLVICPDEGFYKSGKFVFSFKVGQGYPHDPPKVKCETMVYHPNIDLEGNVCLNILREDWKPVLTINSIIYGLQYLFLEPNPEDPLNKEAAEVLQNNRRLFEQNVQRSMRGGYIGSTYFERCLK
Target sequence (Q13564 whole entry, looked up): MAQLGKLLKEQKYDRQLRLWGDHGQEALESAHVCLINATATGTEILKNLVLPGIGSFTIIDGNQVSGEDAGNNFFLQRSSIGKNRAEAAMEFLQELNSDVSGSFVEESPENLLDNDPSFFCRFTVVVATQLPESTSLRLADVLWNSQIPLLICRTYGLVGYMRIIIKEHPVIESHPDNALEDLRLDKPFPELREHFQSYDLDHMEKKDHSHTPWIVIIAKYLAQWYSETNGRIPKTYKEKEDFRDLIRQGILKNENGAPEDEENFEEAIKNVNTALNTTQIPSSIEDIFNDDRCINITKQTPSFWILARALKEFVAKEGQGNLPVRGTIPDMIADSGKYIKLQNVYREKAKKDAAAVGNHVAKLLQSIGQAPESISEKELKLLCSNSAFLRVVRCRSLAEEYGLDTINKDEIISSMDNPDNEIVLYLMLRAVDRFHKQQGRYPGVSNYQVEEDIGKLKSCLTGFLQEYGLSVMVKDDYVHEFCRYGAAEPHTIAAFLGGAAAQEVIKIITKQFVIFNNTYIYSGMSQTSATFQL
MT1-MMP act inh – inhibitors of human MT1-MMP activation; HT1080 RFP-PRO-GFP cells, GFP/RFP ratio fluorescence, overnight; percent of plate control window, DMSO zero; GFP/RFP ratio change, % at 20 µM; 360,000 compounds, 0.061% hits;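 active = GFP/RFP ratio change of at least 30% with cell ATP level not reduced by more than half and red fluorescence within 50% of control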; also: strong numbers were not always called active
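Assay system: HT1080 RFP-PRO-GFP cells | Dosing: 20 µM single dose, 1% DMSO | Incubation: Cells overnight before dosing, compound overnight, 37 °C, 5% CO2 | Evaluation: GFP/RFP fluorescence ratio | Control set: DMSO-only wells and HT1080 RFP-L50D-GFP cell wells as references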
MsrA inhibitor – inhibits bovine methionine sulfoxide reductase A; purified bovine MsrA, absorbance read-out; AID 651718; 360,000 compounds, 0.75% hits; inhibition, % at 15.5 µM; in the data active = inhibition above about 4.5%;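 also: 0% = vehicle wells with enzyme and 100% = reference inhibitor wells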
Starred values were filed as active, the others as inactive; i = inactive; x = not tested or not shown; + = active, no number.

SMILES	Rin1 Abl inh	eLon inh	NRP1-CendR mod	bovine MsrA act	SKN-1 inh	FAS-TE inh	Neddyl block	MT1-MMP act inh	MsrA inhibitor
O=C(CCCn1c(=S)[nH]c2ccccc2c1=O)NCCSCc1ccccc1	6	2	4	-9	-10	6	i	2	-0.3
CCCCOC(=O)Nc1ccc(C(=O)OCCC)cc1	-5	4	-12	-6	11	20	i	1	-0.1
O=C(CCc1nc(-c2ccc(F)cc2)no1)Nc1cccc(C(=O)NC2CC2)c1	1	-7	5	-4	-17	-2	i	1	-0.9
COc1ccc(C)cc1-n1cnnn1	2	0	5	-1	-7	-3	i	-1	-0.3
CCN(CC)CCCN(Cc1cc2cc3c(cc2[nH]c1=O)OCO3)C(=S)NCCCN(C)C	-3	-4	-32	-2	25	-4	+	2	2.5
COc1cc(C(=O)/C=C/Nc2ccc(NC(C)=O)cc2)cc(OC)c1OC	-4	1	-4	-5	4	-6	i	5	2.8
N#C/C(=C(/O)CCCl)c1ccccn1	3	4	-5	-3	5	-4	x	1	1.0
CC1=NCCN1S(=O)(=O)c1cc(Cl)ccc1Cl	2	2	2	-10	-26	-9	i	-3	1.0
CCCCn1c(Cc2ccccc2)n[nH]c1=S	1	-8	6	1	-6	-6	i	0	-0.5
CC(=O)c1cccc(NC(=O)c2ccc(NC(=O)CC3SC(N4CCCCC4)=NC3=O)cc2)c1 (centres undefined)	-2	-4	-1	-3	-15	-3	i	-2	-0.5
COCCn1cnc2cc(C)c(C)cc21	-1	-1	6	0	-12	-11	i	-3	-0.1
COc1ccccc1Cn1c(/C=C/c2ccccc2)nc2ccccc21	-2	10	8	-3	9	29	x	-13	1.6
Cc1cnc(C(=O)OC(C)C(=O)Nc2ccc(Oc3ccccc3)cc2)cn1 (centres undefined)	-1	4	-4	-2	-4	2	i	2	-0.3
Cc1ccc(C(=O)C[n+]2cccc(C(N)=O)c2)cc1	-3	0	0	-2	8	-6	i	2	-1.1
O=C(CN1C(=O)NC2(CCCCCC2)C1=O)N1CCN(c2ccc(F)cc2)CC1	3	-6	1	-2	10	-4	i	4	-0.3
O=C(NCCC1=CCCCC1)C1CC(=O)N(C2CCCCCC2)C1 (centres undefined)	-2	-11	21*	-2	9	10	i	-4	1.3
CC(C)(C)NC(=O)CN(CCN1CCOCC1)C(=O)CNS(=O)(=O)c1ccccc1	1	4	4	-13	-2	0	i	0	0.4
COC(=O)[C@H](Cc1ccccc1)NC(=O)N1CCN(Cc2ccccc2)CC1	-1	-10	7	-1	-20	-10	i	5	-0.8
On1nnc2ccc(C(F)(F)F)cc21	2	1	-1	-2	10	0	i	3	2.0
CCC(C)N1C(=O)N(c2cccc(Cl)c2)C(C)(O)CC1(C)C (centres undefined)	-3	-5	-4	-3	0	0	i	-1	-0.2
COc1cc(OC)cc(C(=O)N[C@H](C(=O)NC2CCCc3ccccc32)C(C)C)c1 (some centres undefined)	0	-16	27*	-1	-3	0	i	0	-0.8
O=C(NCCCN1CCOCC1)c1ccc(CS(=O)(=O)c2ccc(Br)cc2)o1	-1	6	-5	-10	8	-7	i	1	-0.2
Cc1cc(NC(=O)CCC(=O)N(Cc2ccco2)C(C(=O)NC2CCCC2)c2ccccc2F)no1 (centres undefined)	1	-3	7	-2	9	3	i	-2	0.2
Cc1ccc(C(=O)c2oc3ccccc3c2N)cc1	1	0	2	-10	-24	10	i	0	-0.7
c1ccc(Nc2nc(-c3ccccn3)cs2)cc1	-2	30	11	-3	-7	0	i	15	1.4
COc1cc(CCC(=O)NNC(=O)c2ccc(Cl)cc2)cc(OC)c1OC	-2	2	-4	-2	7	-5	i	0	0.8
O=C(c1cccc(Cl)c1)N1CCN(Cc2ccccc2)CC1	-3	5	-14	-3	-1	-5	i	31*	1.3
O=S(=O)(NCC1CCN(Cc2ccccc2)CC1)c1ccccc1C(F)(F)F	-2	9	9	0	-2	0	i	1	0.1
COc1ccc(/C=N/n2cnnc2)cc1Oc1nc(Cl)ncc1F	-1	-4	-9	-3	-10	-5	i	1	2.5
O=C(O)CSCC(=O)NCc1cccc(C(F)(F)F)c1	0	3	2	-6	0	-8	i	-2	0.1
Cc1cc(C(=O)N/N=C/C=C/c2ccc(Br)cc2)n[nH]1	0	-1	-7	-3	-5	-5	i	7	6.0*
CCc1cc(=O)oc2cc(OCC(=O)O)c(Cl)cc12	-1	1	15	-3	2	-8	i	0	2.8
COc1cc(CO)cc(Br)c1OCc1cccnc1	4	8	16	-11	8	-2	i	-6	-0.3
CCCCN(C(=O)CCC(=O)Nc1cc(C)on1)C(C(=O)NC(C)(C)C)c1cccc(OC)c1OC (centres undefined)	0	2	1	-11	-22	-8	i	3	-0.3
O=C(CCN1C(=O)c2ccccc2S1(=O)=O)Nc1ccccc1O	-1	6	-5	-2	4	-10	i	9	1.0
CC1=C(C(=O)N(C(C)C)C(C)C)CC(CC(=O)NC2CCCCC2)C(=O)N1CCCN1CCCC1=O (centres undefined)	3	-12	-4	-4	-6	-8	i	2	0.0

Complete entries, looked up by structure.
Cc1cc(C(=O)N/N=C/C=C/c2ccc(Br)cc2)n[nH]1 in the list: Rin1 Abl inh: 0; eLon inh: -1; NRP1-CendR mod: -7; bovine MsrA act: -3; SKN-1 inh: -5; FAS-TE inh: -5; Neddyl block: i; MT1-MMP act inh: 7; MsrA inhibitor: 6.0*
CCCCN(C(=O)CCC(=O)Nc1cc(C)on1)C(C(=O)NC(C)(C)C)c1cccc(OC)c1OC (centres undefined) in the list: Rin1 Abl inh: 0; eLon inh: 2; NRP1-CendR mod: 1; bovine MsrA act: -11; SKN-1 inh: -22; FAS-TE inh: -8; Neddyl block: i; MT1-MMP act inh: 3; MsrA inhibitor: -0.3

Following part
SMILES	Rin1 Abl inh	eLon inh	NRP1-CendR mod	bovine MsrA act	SKN-1 inh	FAS-TE inh	Neddyl block	MT1-MMP act inh	MsrA inhibitor
CCCNC(=O)C1CCN(S(=O)(=O)c2ccc(Br)cc2)CC1	2	-6	13	-2	-11	-3	i	18	2.0
Cc1ccc(C(=O)NCC#N)cc1	-2	5	1	-3	10	-10	i	2	-0.6
CC1=C(C(=O)N2CCCC(N3CCN(c4ccccc4C)CC3)C2)OCCO1 (centres undefined)	1	-4	-4	-2	19	-6	i	1	-0.3
CC1(C)Cc2c(c(N3CCOCC3)nc3sc(C#N)c(N)c23)CS1	-2	6	0	-4	10	8	x	3	1.1
CCOc1ccc(C(=O)N(CC(=O)Nc2cccc(C)c2C)CC2CCCO2)cc1OC (centres undefined)	5	-2	-4	-3	5	-9	i	1	0.9
CCc1ccccc1OCC(=O)OCC(=O)Nc1cc(C)on1	1	1	6	-2	-10	-4	i	1	-0.5
Cc1ccccc1C(=O)Nc1cccc(-c2ccc(N3CCOCC3)nn2)c1	-1	-11	-5	-1	19	-5	i	2	2.5
CNc1ccccc1C(C)(C)c1cc(-c2cccc(Br)c2)no1	3	-2	-61	-7	73	15	i	62*	0.4
O=C(OC1CCCCC1=O)c1cccc(S(=O)(=O)NCc2ccccc2)c1 (centres undefined)	1	5	0	-2	-15	0	i	3	-0.3
Cc1ccc(S(=O)(=O)c2cn(C)c3cc(N4CCN(C)CC4)c(F)cc3c2=O)c(C)c1	-1	-4	16	-3	14	-5	x	-3	2.0
CCCCn1nc(C(=O)N(CCOC)c2c(N)n(CCCC)c(=O)[nH]c2=O)c2ccccc2c1=O	1	-5	-6	0	9	-9	i	2	1.8
O=C(CN1CCN(C(=O)c2ccco2)CC1)Nc1ccc(Cl)c(C(F)(F)F)c1	0	5	8	-2	-4	8	i	6	-0.6
CCN(CC)CCNC(=O)CCCCn1c(=S)[nH]c2c([nH]c3ccc(OC)cc32)c1=O	-4	-3	x	1	x	x	x	x	0.6
CCCc1nc2oc3cc(OC)ccc3c(=O)c2c(=O)n1Cc1ccco1	8	-8	-28	-1	-1	-1	i	-16	0.9
COCCNC(=O)c1ccc(S(=O)(=O)N2CCCc3ccccc32)cc1	-1	-5	-2	-1	10	-6	i	-5	-0.5
COc1ccc(C(C(=O)NC2CCCCC2)N(CC2CCCO2)C(=O)CCCC(=O)Nc2ccccn2)cc1 (centres undefined)	-1	-1	0	-1	-7	-2	i	0	-0.3
C=CC[C@@H](CC(=O)N(CCO)Cc1ccccc1)C(=O)NC[C@@H](OC(=O)[C@@H](CC=C)Cc1ccc(F)cc1)c1ccccc1	1	5	6	-1	-9	15	i	-23	-0.7
COc1ccc(Nc2cc(C(=O)NCCCN3CCN(C)CC3)c3ccccc3n2)cc1	-3	-5	2	0	2	-2	i	7	0.4
Cc1ccc(C)n1-c1ccc(C(=O)Nc2ccccc2)cc1	2	0	-22	-10	6	13	i	-3	1.3
NS(=O)(=O)c1ccc(NC(=O)/C=C/c2cccc(Cl)c2)cc1	1	5	1	-3	4	1	i	2	0.7
NS(=O)(=O)c1ccc(CCNC(=O)c2cccnc2)cc1	-4	-7	-1	-2	9	-6	i	3	-0.4
CCOC(=O)c1cnc(SC)nc1N	2	4	3	-4	0	-6	i	5	-0.6
Nc1c(N(Cc2ccccc2)C(=O)COc2ccc(F)cc2)c(=O)[nH]c(=O)n1Cc1ccccc1	-1	4	-1	-2	20	-3	i	0	0.0
O=C(NCCN1CCN(S(=O)(=O)c2ccccc2)CC1)C(=O)Nc1ccc(F)cc1	2	-2	9	-3	7	4	i	-5	0.2
O=C(C(=O)N1CCN(c2ccc(F)cc2)CC1)c1cn(CC(=O)N2CCOCC2)c2ccccc12	3	3	14	-5	-3	-5	i	4	0.3
Cc1ccc(C(=O)Nc2ccc(S(=O)(=O)N3CCCC3)cc2)s1	0	-1	-19	-1	-6	5	i	-2	1.9
CCCN1CCN(CCCNC(=O)c2ccc3c(=O)n(CCc4ccccc4)c(=O)[nH]c3c2)CC1	4	-12	-1	2	8	-2	i	1	-0.7
CCOc1ccccc1-n1c(SCC(=O)N2CCCC2)nnc1-c1ccoc1C	0	5	-3	-1	25	0	i	-5	-1.5
COc1ccc(CC(=O)Nc2cccc(C)n2)cc1OC	-2	-1	3	-5	2	-4	i	1	-0.3
CSc1nc2c(cnn2-c2ccccc2)c(=O)n1N	0	4	-9	-3	4	-5	i	1	-0.7
O=[N+]([O-])c1cc(CN(CCO)CCO)ccc1O	-4	-10	23	-9	-15	-8	i	-1	0.1
Cc1ccc(NS(=O)(=O)c2ccc3c(c2)CCN3C(=O)CCC(=O)O)cc1Cl	2	-4	5	-4	5	-3	i	0	-0.3
CCOC(=O)CN1C(=O)N[C@@H](c2cccc(C(F)(F)F)c2)[C@H](C(C)=O)[C@H]1C	-1	-4	-7	-4	10	-10	i	1	-0.2
CC(C)n1cc(/C(N)=N/O)c(=O)n(Cc2ccccc2)c1=O	-6	0	13	-3	0	-6	i	-1	-1.4
Cc1cccc(C)c1NC(=O)CNC(=O)CCCc1c[nH]c2ccccc12	-4	-2	6	-3	11	-6	i	1	-0.5
Cc1ccc(N(Cc2ccc(C(=O)NC3CCCCC3)cc2)S(C)(=O)=O)cc1C	-1	-7	-3	-12	-39	-2	i	x	0.5
COC(=O)c1ccc(Oc2cc(C)nc(-n3nc(C)cc3C)n2)cc1	2	5	3	1	9	-9	i	9	-1.1
CCCNC(=O)c1n[nH]c(=O)c2ccccc12	1	0	-9	-4	-3	-4	i	-1	-0.2
COc1ccccc1NC(=S)NCc1ccccc1Cl	4	1	-8	-2	2	4	i	4	-1.2
CC(=O)N1CCc2cc(S(=O)(=O)NCCCN3CCCCC3)ccc21	2	-1	0	-2	0	-4	i	-5	0.4
CSCCC1NC(=O)N(CC(=O)Nc2ccc(-c3ccccc3)cc2)C1=O (centres undefined)	-1	-8	-8	-5	-10	3	i	-4	1.4
COc1ccc(C(=O)N2CCN(c3nnnn3-c3ccccc3)CC2)cc1OC	-1	9	-14	0	-3	-7	i	2	-1.7
